Assay outcomes deposited in PubChem BioAssay by The Scripps Research Institute Molecular Screening Center.
MITF inh: human MITF inhibition, primary screen; AlphaScreen MITF homodimerization, bead proximity signal; inhibition, % at 2.6 µM; 650,000 compounds, 0.91% hits; AID 1259374; in the data active = inhibition above about 50%;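 also: 0% = vehicle wells with protein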
Target sequence (O75030 whole entry, looked up): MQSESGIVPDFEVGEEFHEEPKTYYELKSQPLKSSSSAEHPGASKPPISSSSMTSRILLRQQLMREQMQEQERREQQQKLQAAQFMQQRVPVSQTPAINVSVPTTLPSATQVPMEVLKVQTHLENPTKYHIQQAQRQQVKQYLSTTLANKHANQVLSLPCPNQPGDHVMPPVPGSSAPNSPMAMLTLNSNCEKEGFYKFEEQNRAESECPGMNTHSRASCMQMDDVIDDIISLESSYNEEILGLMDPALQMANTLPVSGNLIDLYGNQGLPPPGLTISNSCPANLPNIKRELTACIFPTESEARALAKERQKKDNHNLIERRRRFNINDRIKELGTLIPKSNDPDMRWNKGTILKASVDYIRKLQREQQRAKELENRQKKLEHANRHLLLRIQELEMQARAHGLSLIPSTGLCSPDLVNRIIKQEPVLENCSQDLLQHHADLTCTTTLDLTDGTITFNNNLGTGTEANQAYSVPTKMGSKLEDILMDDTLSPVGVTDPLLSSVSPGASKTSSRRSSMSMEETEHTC
GPR151 activ: activators of human GPR151; AID 1508602; PathHunter beta-arrestin GPR151 cells, luminescence; Q8TDV0; 650,000 compounds, 1% hits; activation, % at 11.2 µM; in the data active = activation above about 4.9%;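 also: 0% = median of compound wells and 100% = cells with positive control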
Target sequence (Q8TDV0 whole entry, looked up): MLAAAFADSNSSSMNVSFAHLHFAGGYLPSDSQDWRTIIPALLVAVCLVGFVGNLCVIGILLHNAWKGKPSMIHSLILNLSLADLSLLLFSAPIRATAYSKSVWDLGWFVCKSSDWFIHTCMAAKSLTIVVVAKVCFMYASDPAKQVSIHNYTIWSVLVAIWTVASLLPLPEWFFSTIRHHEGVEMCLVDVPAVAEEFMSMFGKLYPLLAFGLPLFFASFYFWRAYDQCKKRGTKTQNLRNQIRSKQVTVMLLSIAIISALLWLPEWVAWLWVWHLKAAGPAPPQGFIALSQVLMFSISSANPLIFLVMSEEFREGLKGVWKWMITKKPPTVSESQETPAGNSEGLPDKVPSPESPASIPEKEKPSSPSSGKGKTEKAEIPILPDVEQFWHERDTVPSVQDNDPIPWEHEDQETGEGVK
TEAD-YAP block: TEAD-YAP interaction inhibition | inhibition, % at 9.12 µM | AID 1259422 | HEK-TIYL cells, TEAD-Gal4/YAP UAS-luciferase luminescence | 640,000 compounds, 1.4% hits; in the data active = inhibition above about 32%;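 also: 0% = median of test compound wells and 100% = reference inhibitor wells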
FBW7 activator: activators of human E3 ligase FBW7; Q969H0; AlphaScreen FBW7–phospho-cyclin E peptide binding, activator screen; normalized activity (activation), % at 26.1 µM; 650,000 compounds, 0.13% hits; in the data active = normalized activity above about 1.9%;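 also: purified mutant Fbw7 with reduced substrate affinity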
* marks the source's active call; other numbers are inactive results.

SMILES	MITF inh	GPR151 activ	TEAD-YAP block	FBW7 activator
CN1CCN(c2nc(Nc3ccc(Br)cc3)nc3ccccc23)CC1	-5.0	-1.0	3.3	-0.4
N#CCSc1nnc(-c2cccc(S(=O)(=O)N3CCCCC3)c2)o1	-1.1	-0.2	13.4	-0.1
COc1ccc(NC(=S)N2CCn3cccc3C2c2cccnc2)cc1 (centres undefined)	1.9	0.5	5.2	0.2
CCOc1ccc(-c2nnc(NC(=O)NCCCl)o2)cc1	10.2	-2.4	-29.6	-0.1
CCN(CC)c1ncnc2sc(C(=O)Nc3cccc(C)n3)c(C)c12	-7.9	0.0	-57.4	0.1
C=C1C(Cl)=C(c2ccccc2)Oc2ccccc2C1c1ccc(C)cc1 (centres undefined)	-7.2	-1.5	-5.0	-0.1
CCOC(=O)c1[nH]c(C)c(C(=O)NCCN2CCN(c3cccc(Cl)c3)CC2)c1C	11.2	0.8	2.1	-0.2
Cn1cnnc1Sc1cc(N2CCOCC2)ccc1[N+](=O)[O-]	2.3	0.3	-10.3	-0.1
CC(NS(=O)(=O)c1ccc(Br)cc1)C(=O)NCc1ccco1 (centres undefined)	12.6	0.3	2.8	0.3
OCCNCCCCOc1ccc2ccccc2c1	17.6	-1.2	-15.4	0.8
CCn1c(C(=O)N2CCC(C(=O)NCc3ccccc3)CC2)cc2sccc21	4.7	-1.0	2.9	-0.2
O=C(O)CN1C(=O)c2ccc(Oc3ccc([N+](=O)[O-])cc3)cc2C1=O	-4.7	0.1	16.5	-0.1
Cc1cccc(C(=O)N2CCN(C(=O)c3cccc(C)c3)CC2)c1	-13.2	-1.2	-2.9	-0.1
Cc1ccsc1CCNC(=O)c1cc(S(=O)(=O)N2CCCCC2)c[nH]1	-6.9	-0.3	0.3	0.0
Cc1nc2ccccn2c(=O)c1C(=O)O	17.8	-0.8	3.4	0.1
Cc1nc(CCNC(=O)Cn2cc(NC(=O)c3ccc4c(c3)OCO4)cn2)nc2c1CCC2	9.2	3.4	9.9	0.2
C[C@@H]1NC(=O)[C@@H]2C[C@H](NC(=O)c3cc(F)ccc3F)CN2C1=O	18.5	-1.6	-1.6	1.5
Cc1ccc2c(cnn2C(=O)CCC(=O)N2CCCCC2)c1	-0.3	-1.5	9.2	-0.1
CCC(C(=O)NCC1CCCO1)n1c2ccccc2c2nc(=O)cc(C)n21 (centres undefined)	15.6	-2.0	5.8	0.9
COc1cc(C(=O)Oc2ccc3c(=O)c(Oc4ccccc4Br)coc3c2)cc(OC)c1OC	5.3	0.1	11.5	0.0
CCCCNc1nc2c(c(=O)n(C)c(=O)n2C)n1Cc1cccc(Cl)c1	4.5	0.1	2.7	-0.1
COc1ccc(CCNc2nc(-c3ccc(N4CCN(C)CC4)cc3)nc3c2ncn3Cc2ccc(C(F)(F)F)cc2)cc1	13.2	-0.2	4.4	0.1
Nc1ccc2oc(-c3ccc(Cl)c(Cl)c3)nc2c1	-8.3	-3.5	-3.0	0.0
CCc1c(C)nc2nc(C(=O)O)[nH]n2c1=O	2.0	4.2	4.6	0.2
COc1cc(S(=O)(=O)NCc2ccccc2Cl)ccc1-n1cnnn1	1.6	-0.4	15.0	0.0
O=C(c1nnn(-c2ccccc2)c1CSc1ncccn1)N1CCOCC1	-3.0	-1.0	4.1	-0.1
CC1CCCCN1C(=O)C1=CC(c2cccs2)=NS(=O)(=O)N1C (centres undefined)	12.5	-0.2	6.5	0.5
COC(=O)c1c(-c2ccc(F)cc2)csc1NC(=O)C1CCCCC1C(=O)O (centres undefined)	-5.3	-1.1	-45.4	0.0
Cc1nc(C(=O)Nc2nccs2)cc2c1[nH]c1ccccc12	7.8	1.2	-55.8	0.0
O=C(N/N=C/c1ccc(O)c(O)c1)c1cncc(Br)c1	-17.8	-0.4	1.8	0.0

Fetched by compound from the list above, 2 records:
SMILES	MITF inh	GPR151 activ	TEAD-YAP block	FBW7 activator
CC1CCCCN1C(=O)C1=CC(c2cccs2)=NS(=O)(=O)N1C (centres undefined)	12.5	-0.2	6.5	0.5
CCc1c(C)nc2nc(C(=O)O)[nH]n2c1=O	2.0	4.2	4.6	0.2

Remaining list, next part.
SMILES	MITF inh	GPR151 activ	TEAD-YAP block	FBW7 activator
CCN(CC)CCn1c2ccccc2n2nc(C)nc12	-0.7	0.2	6.6	0.1
COC(=O)C12CC3CC(CC(NC(=O)c4ccc(=O)oc4)(C3)C1)C2	25.7	-0.1	14.6	-0.2
CC1=C(C(=O)OCC(C)C)C(c2ccc(Cl)cc2Cl)NC(=O)N1 (centres undefined)	-3.0	4.3	-9.4	0.2
CCOc1cc([N+](=O)[O-])cc(/C=C2\SC(=S)N(C)C2=O)c1O	18.6	2.1	7.4	0.6
CC(C)CC(NC(=O)C1CC1)c1nc2cccnc2n1C (centres undefined)	6.5	-0.2	-3.5	-0.2
COCCNc1ccnc2c(-c3ccc(OC)nc3)cnn12	-11.0	-0.3	-50.0	-0.4
COc1cc2cc3c(=O)oc(-c4ccccc4F)nc3nc2cc1OC	20.5	-2.2	10.6	0.3
O=C(c1cc(COc2ccc(F)cc2Cl)on1)N1CCCC1	5.3	-0.5	-67.0	0.6
CC(=O)Nc1cccc(NC(=O)c2cc(-c3ccccn3)nc3ccc(Cl)cc23)c1	4.3	0.5	6.3	0.4
O=C1NC2=C(C(=O)OC2)C(c2ccc(C(F)(F)F)cc2)N1 (centres undefined)	-25.2	-0.4	-5.5	0.1
CC(C)(O)C#Cc1ccc(CN2CCC3(CC2)CC3C(=O)NCc2cccs2)cc1 (centres undefined)	0.0	-0.8	-9.5	-0.1
CCCCn1cnc2sc3c(c2c1=O)CCC(C)C3 (centres undefined)	-5.9	2.4	-52.1	-0.1
C=CCC(CC=C)(NS(=O)(=O)c1ccc(NC(C)=O)cc1)c1ccccc1	25.7	-0.5	-7.5	0.9
CCOc1ccc(CCNC(=O)Cn2ncc3c2-c2ccccc2OC3)cc1	-8.1	0.5	-6.0	0.3
CCc1ccc(NC(=O)CNC(=O)c2nn(-c3ccc(OC)cc3)c(=O)c3ccccc23)cc1	-7.5	-0.9	5.3	-0.1

Rewritten with two lines to a compound: entries from further up
Values in the order – MITF inh, GPR151 activ, TEAD-YAP block, FBW7 activator
- CCC(C(=O)NCC1CCCO1)n1c2ccccc2c2nc(=O)cc(C)n21 (centres undefined)
    15.6, -2.0, 5.8, 0.9
- OCCNCCCCOc1ccc2ccccc2c1
    17.6, -1.2, -15.4, 0.8
- CCc1c(C)nc2nc(C(=O)O)[nH]n2c1=O
    2.0, 4.2, 4.6, 0.2
- CC(NS(=O)(=O)c1ccc(Br)cc1)C(=O)NCc1ccco1 (centres undefined)
    12.6, 0.3, 2.8, 0.3

More records follow.
SMILES	MITF inh	GPR151 activ	TEAD-YAP block	FBW7 activator
Cc1ccc(S(=O)(=O)N2CCOC2CNC(=O)C(=O)NCc2ccccn2)cc1 (centres undefined)	-5.4	-0.7	7.8	0.1
Cc1oc2c(c1C(=O)N1CCC3(CC1)NC(=O)c1ccccc1O3)CCCC2	-13.1	-0.7	9.7	0.0
Cc1ccc(/C=C2\N=C(c3ccc([N+](=O)[O-])cc3)OC2=O)cc1	-3.9	-0.3	-3.2	-0.1
Cc1ccc(CN2CCc3nnc(C)n3CC2)s1	7.6	-0.3	-0.8	0.0
COc1ccccc1NC(=O)N1CCCC1C(=O)Nc1cccc(NC(C)=O)c1 (centres undefined)	-5.4	2.4	-5.8	0.3
O=C(CCCCCn1c(SCC(=O)c2ccccc2)nc2ccccc2c1=O)NCC1CCCO1 (centres undefined)	17.6	-1.1	-14.6	0.6
Cc1cccc(C2=N/C(=C\c3ccc(Cl)cc3)C(=O)O2)c1	9.0	-1.0	-17.7	-0.1
Nc1nnc(-c2ccc(F)cc2Cl)s1	2.0	4.6	-12.8	0.1
CCc1ccc(NC2=NC(C(=O)Nc3ccc(F)cc3)CC(=O)N2)cc1 (centres undefined)	13.5	0.6	6.9	0.1
O=C(NCc1cccc(C(F)(F)F)c1)c1cnc(NCc2ccc3c(c2)OCO3)s1	-7.9	-0.5	0.3	0.1
O=C(NC1CC1)c1ccc(-c2nc3ncnc(NCCCN4CCCC4=O)c3[nH]2)cc1	6.6	2.3	3.0	-0.1
O=C(Oc1cccc(NC(=O)c2ccco2)c1)c1cccc(S(=O)(=O)N2CCOCC2)c1	18.0	-3.3	-12.2	0.6
COCCNC(=O)CCC1CCN(Cc2ccc(OC)c(C)c2C)CC1	3.9	2.0	-5.9	-0.1
COc1ccccc1C(=O)Nc1c2c(nn1-c1cccc(C)c1C)CS(=O)(=O)C2	9.5	2.1	-10.1	0.7
CCCCCC(=O)NNC(=O)C1(C)Oc2ccccc2NC1=O (centres undefined)	-0.1	0.6	8.6	0.1
CCCOc1ccc(/C=N/NC(=O)Cc2cn3ccsc3n2)c(O)c1	1.5	0.1	-22.8	-0.2
Cc1cc(Nc2ccc(Cl)cc2)n2ncnc2n1	-6.6	0.5	-0.7	0.0
CN(C)c1ccc(C(=O)N/N=C/c2ccc(Br)cc2)cc1	3.6	1.1	-2.8	0.0
CCOC(=O)c1cnc2ccc(OCC)cc2c1Nc1ccccc1OCC	-10.1	1.7	3.5	0.0
O=C(Cc1ccccc1)Nc1nnc(-c2ccc([N+](=O)[O-])cc2)s1	10.7	0.0	8.0	0.0
CC1CCCCN1C(=O)CSc1nnc2sc3ccccc3n12 (centres undefined)	-1.8	-1.4	-33.8	0.0
CCCCn1nnnc1NCc1cccn1C	-9.6	1.0	1.6	0.0
CC1=C(C#N)C(=O)N(CCCO)C(=O)/C1=C\c1ccc(-c2ccc(Cl)cc2)o1	3.3	3.3	-22.0	-0.1
Cn1cccc1CN(C1CC1)S(=O)(=O)c1ccc(Cl)s1	12.5	1.3	1.5	-0.4
O=C(CCC(=O)OCC(F)(F)F)Nc1ccc(C(=O)O)cc1	-0.7	0.9	9.0	-0.1
NC(=O)C1CCN(C(=O)c2ccc3c(=O)n(C4CCCCC4)c(SCc4ccncc4)nc3c2)CC1	-3.8	-0.6	6.7	-0.1
CC(=O)NC(CC(=O)c1ccc(Cl)cc1Cl)C(Cl)(Cl)Cl (centres undefined)	5.2	0.0	7.5	0.1
COc1ccc2nc(SCC(=O)Nc3cc(NC(=O)CSc4nc5ccc(OC)cc5[nH]4)cc(C(=O)O)c3)[nH]c2c1	1.8	0.7	-6.3	-1.4
COc1ccccc1C1=NOC(C(=O)Nc2cc(Br)ccc2O)C1 (centres undefined)	9.1	2.0	0.3	0.1
COC(=O)c1cn(NC(=O)/C=C/c2ccc(Br)cc2)c(=O)c2ccccc12	1.7	7.8*	-5.2	-0.1
O=[N+]([O-])c1cccc(CNc2cccc(F)c2)c1	5.8	10.6*	5.5	0.1
COc1cc(C(=O)NCCOc2cc(C)ccc2C(C)C)cc(OC)c1OC	8.1	0.1	31.2	0.2
O=C1Nc2ccccc2S/C1=C/c1ccc(F)cc1	4.6	0.1	-9.4	0.1
CC(=O)N(C)c1ccc(N=Cc2sccc2C)cc1	-1.2	-0.3	-4.8	-0.1
N#CC(C#N)=Cc1cn(CC(=O)N2CCOCC2)c2ccccc12	5.7	-0.2	12.8	0.1
O=C1NC(=O)C(=Cc2nc(-c3ccc(Cl)cc3)n3ccccc23)C(=O)N1	-6.4	1.3	-4.2	0.1
CC(NC(=O)c1ccc(-c2nc3ccccc3s2)s1)c1ccc(S(N)(=O)=O)cc1 (centres undefined)	-4.6	-2.0	-24.6	-0.2
COc1ccc(CC(=O)NC(c2ccccc2)C(C)C)cc1 (centres undefined)	1.4	0.6	9.4	-0.1
O=C(NNC(=S)Nc1ccc(F)c(Cl)c1)c1ccccc1	-0.9	0.3	-20.1	0.3
COC(=O)/C=C1\S/C(=N\N=C\c2ccco2)NC1=O	-4.0	3.4	-2.1	0.1
Cc1cc(=O)n2nc(N3CCCC(C(=O)Nc4cc(Cl)ccc4C)C3)sc2n1 (centres undefined)	11.9	1.3	10.4	-0.1
COc1ccc2nc3oc(C(=O)Nc4cc(OC)c(OC)c(OC)c4)cc3cc2c1	12.9	1.6	3.9	0.0
O=C(NCc1ccccn1)c1cccc(OC2CCN(C(=O)CCn3cccn3)CC2)c1	-0.3	-0.2	6.4	-0.1
CC(SCC(=O)NCCc1ccc(F)cc1)C(=O)O (centres undefined)	19.8	-0.7	-2.1	0.1
O=C(Nc1ccccc1)c1cccc(NC(=O)c2cc(Br)ccc2Cl)c1	20.6	0.4	-8.2	1.1
O=C(c1ccc(N2CCC(NCc3cnn(-c4ccccc4)n3)CC2)cc1)N1CCOCC1	1.7	0.0	-0.3	-0.4
Cc1cc2c(cc1C)N(C(=O)CCC1CCCCC1)C(C)(C)c1ssc(=S)c1-2	4.3	-0.9	-1.7	-0.1
CC(=O)C1=C(O)C(=O)N(CCCN2CCOCC2)C1c1ccc(Br)cc1 (centres undefined)	4.0	3.4	0.4	-0.3
Cc1cnc(NC(=O)c2c(O)c3cccc4c3n(c2=O)CCC4)s1	0.9	0.5	-3.5	0.0
Cc1cc(C)cc(N(C(C)C(=O)N2CCN(c3cccc(Cl)c3)CC2)S(C)(=O)=O)c1 (centres undefined)	-0.7	1.4	-9.7	-0.1
COc1cc(-c2cn[nH]c2)cc2c(=O)[nH]c([C@@H](N)Cc3cccc(F)c3)nc12	-2.8	0.1	67.8*	-0.6
Nc1nc(NCCOc2ccccc2)cc(NCc2cccnc2)n1	5.0	0.8	-5.4	-0.1
CCC1(C)CC(=O)c2c(ccc3oc(C(=O)NCCCOC)c(C)c23)O1 (centres undefined)	11.1	1.5	-49.9	0.3
CCOC(=O)c1c(NC(=O)C(C)Sc2nnc(CNC(=O)c3cccs3)n2-c2ccccc2OC)sc2c1CCCC2 (centres undefined)	11.3	-0.7	6.8	1.0
